Source: PubChem
BoNT-F LC inh – inhibitors of Botulinum neurotoxin F light chain protease; Multiplex microsphere protease cleavage assay, flow cytometry; inhibition, % at 10 µM; 360,000 compounds, 0.22% hits; AID 588497; in the data active = inhibition above about 35%, passing the limit was not always enough; inconclusive = no clear call, values can overlap the other calls; note: plate controls were buffer without enzyme for full effect and enzyme alone for no effect
BoNT-A LC inh2 – BoNT A light chain protease inhibition; multiplex microsphere protease substrate cleavage, flow cytometry; inhibition, % at 10 µM; 360,000 compounds, 0.17% hits; note: plate controls were buffer without enzyme for full effect and enzyme alone for no effect
FadD28 binding – blocks FadD28 binding to the bisubstrate probe | inhibition, % at 12.5 µM | 360,000 compounds, 0.22% hits | AID 588549 | fluorescence polarization; in the data active = inhibition above about 8.5%, passing the limit was not always enough; inconclusive = no clear call, values can overlap the other calls
CCHFV vOTU inh – blocks the CCHF virus ovarian tumor domain protease; inhibition, % at 11.5 µM; 370,000 compounds, 0.55% hits; CCHFV vOTU protease, Pep-AMC fluorescence; in the data active = inhibition above about 30%; note: 0% = vehicle wells with enzyme and 100% = no enzyme wells
Yp Topo-I inh – Y. pestis Topo-I inhibition via cleavage products | activity, % at 10 µM | Y. pestis Topo-I cleavage product accumulation, plate reader | 360,000 compounds, 0.064% hits | AID 504884; in the data active = activity above about 50%, passing the limit was not always enough; inconclusive = no clear call, values can overlap the other calls; note: inactives centre near 2
PrPC surface inh – reduces human prion protein on the cell surface; inhibition, % at 13.8 µM; P04156; 370,000 compounds, 0.43% hits; cell surface PrPC, TR-FRET read-out; AID 720596; in the data active = inhibition above about 24%; note: 0% = median of the test wells and 100% = reference compound wells
PfHsp40 yeast – rescue of PfHsp40-mediated yeast toxicity. S. cerevisiae expressing PfHsp40, growth rescue, ATP luminescence. growth rescue, % at 12.5 µM. 340,000 compounds, 0.68% hits. AID 504582; in the data active = growth rescue above about 28%, passing the limit was not always enough; inconclusive = no clear call, values can overlap the other calls;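 note: yeast W303a lacking pdr1 and pdr3 grown in galactose medium; growth measured after three days at 30 °C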
Anthrax LF inh2 – anthrax lethal factor protease inhibition | 360,000 compounds, 0.12% hits | P15917 | inhibition, % at 10 µM | multiplex microsphere protease cleavage assay, LF; note: plate controls were buffer without enzyme for full effect and enzyme alone for no effect
Target sequence (P15917 whole entry, looked up): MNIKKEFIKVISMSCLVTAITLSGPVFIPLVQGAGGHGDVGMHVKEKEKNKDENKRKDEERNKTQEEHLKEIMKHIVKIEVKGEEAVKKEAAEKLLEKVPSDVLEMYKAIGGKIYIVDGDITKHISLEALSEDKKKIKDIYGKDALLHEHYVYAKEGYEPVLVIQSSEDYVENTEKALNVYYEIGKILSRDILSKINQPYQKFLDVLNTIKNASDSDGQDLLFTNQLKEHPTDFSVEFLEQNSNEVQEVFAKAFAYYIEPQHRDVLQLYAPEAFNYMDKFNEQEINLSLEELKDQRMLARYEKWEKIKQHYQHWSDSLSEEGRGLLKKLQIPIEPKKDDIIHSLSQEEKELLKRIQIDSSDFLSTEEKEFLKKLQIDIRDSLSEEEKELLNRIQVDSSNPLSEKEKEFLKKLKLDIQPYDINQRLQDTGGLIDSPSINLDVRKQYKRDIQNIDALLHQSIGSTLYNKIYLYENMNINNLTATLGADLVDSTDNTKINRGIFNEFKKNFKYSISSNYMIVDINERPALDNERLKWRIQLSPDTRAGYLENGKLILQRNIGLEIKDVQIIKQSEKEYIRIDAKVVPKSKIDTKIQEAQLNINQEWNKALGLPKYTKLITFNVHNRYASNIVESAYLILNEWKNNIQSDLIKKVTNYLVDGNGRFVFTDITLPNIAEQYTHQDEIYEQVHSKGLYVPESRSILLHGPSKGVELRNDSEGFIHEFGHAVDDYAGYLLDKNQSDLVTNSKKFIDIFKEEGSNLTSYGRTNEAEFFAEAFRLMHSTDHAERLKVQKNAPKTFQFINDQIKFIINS
TcdB GH inh – TcdB glycohydrolase inhibition; 350,000 compounds, 0.24% hits; P18177; TcdB glycohydrolase enzymatic assay, plate reader; AID 652162; inhibition, % at 9.99 µM; in the data active = inhibition above about 10%
An asterisk follows results filed as active; ? = inconclusive; / = no result given. Cut-off read from the data, not from the text of the source, unless noted: active = inhibition above about 30%; inconclusive = no clear call, values can overlap the other calls; inactive = below that.

Order of values – FadD28 binding	BoNT-A LC inh2	TcdB GH inh	PfHsp40 yeast	Anthrax LF inh2	Yp Topo-I inh	BoNT-F LC inh	PrPC surface inh	CCHFV vOTU inh
C[N+]1(C)C2CC[C@H]1CC(OC(=O)C(CO)c1ccccc1)C2 (some centres not stated)
    -0.9	-0.1	1.1	4.7	0	0	-8	0	-4
O=C(CCN1C(=O)C2C3C=CC(C3)C2C1=O)Nc1c(F)cc(F)cc1Br (configuration not stated)
    1.1	-1.3	/	1.0	1	7	9	-2	12
CCN(CC)C(=O)c1ccccc1NC(=O)c1ccccc1
    -1.0	-2.7	0.6	-2.1	-1	5	4	-5	0
O=C(CSc1cccc[n+]1[O-])c1ccc(Cl)cc1
    -4.6	0.6	0.8	13	-2	-11	-6	7	-6
COc1c(C)cccc1C(=O)Nc1cc(Cl)ccc1N1CCOCC1
    -3.5	-0.5	/	-0.4	-2	1	-4	-3	14
Cc1cccc(C)c1NC(=O)c1ccc(OCc2c(C)noc2C)cc1
    -3.4	-1.0	1.0	1.1	-8	-1	-4	-3	-1
O=C(CCNC(=O)c1ccccc1Cl)Nc1nc2ccccc2s1
    -2.8	-0.6	0.4	-1.1	-4	-4	-2	-9	-1
CSCCC(NS(=O)(=O)c1ccc2c(c1)OCCO2)C(=O)N(C)Cc1ccc(C)cc1 (configuration not stated)
    -4.6	2.4	-0.2	1.0	-5	41	5	5	0
CCN(CC)C(=O)Cn1cnc2ccccc2c1=O
    0.8	-0.2	/	-0.5	-2	-8	-1	-1	-7
COc1ccc(NS(=O)(=O)c2ccc(O)c(C(=O)OCC(=O)N3CCCCC3)c2)cc1
    -3.1	0.4	1.0	0.2	-4	-7	-3	-7	-3
Cc1cc(C(=O)NC(C)C2CCCO2)no1 (configuration not stated)
    0.5	-0.8	2.4	-0.6	4	3	-7	2	-6
COc1ccc(-c2noc(CCC(=O)N3CCN(c4ccccc4Br)CC3)n2)cc1
    -2.4	-0.3	0.3	3.8	-4	29	-8	-5	0
Cc1nn(-c2ccc(F)cc2)c2sc(C(=O)OCC(=O)N3CCC(C)CC3)cc12
    0.2	?	/	-0.8	-10	6	10	0	-8
O=C(NCC1(O)CCCCC1)C1CCC(=O)N(CCc2ccccc2)C1 (configuration not stated)
    -2.6	0.4	-3.3	-0.1	2	-3	-3	-1	-1
Cc1cccc(NC2=Nc3ccccc3N3C2=Nc2c(c(C)nn2-c2ccccc2)C3c2ccc(O)c(O)c2)c1 (configuration not stated)
    -4.2	15	/	4.0	19	-1	-6	6	23
CCC1(C)Cc2c(sc3c2c(=O)n(C)c2nnc(SCCc4ccccc4)n32)CO1 (configuration not stated)
    -4.5	-0.6	/	-2.1	2	9	-2	2	-4
CCOC(=O)c1c(C)n(Cc2ccc3c(c2)OCO3)c2ccc(O)cc12
    -1.4	/	/	0.3	?	21	/	7	3
O=C(NCc1ccccc1)NC(O)C(Cl)(Cl)Cl (configuration not stated)
    0.4	-0.6	1.0	-0.2	-1	2	-1	-3	14
O=C1C=C(c2ccc3c(c2)OCO3)C[C@@H](c2ccc(F)cc2)C1
    0.8	-0.1	0.0	0.2	-7	27	-1	3	5
COc1ccc(C2/C=C\CN(S(=O)(=O)c3ccc(C)cc3)CC(=O)N2Cc2ccc(F)cc2)cc1 (configuration not stated)
    -3.3	0.4	1.5	9.0	4	12	-4	8	10
Cc1ccc(C2c3[nH]c4ccccc4c3C[C@H]3C(=O)N(c4ccccc4C(=O)NCCN4CCOCC4)C(=O)N23)cc1 (some centres not stated)
    0.4	-0.2	0.3	-0.2	-7	21	3	-7	-3
O=c1[nH]c(COc2ccccc2)nc2ccccc12
    -2.4	-3.1	-1.2	2.6	15	-5	-22	4	-17
COC(=O)c1ccc(COc2ccc3c(C)c(C)c(=O)oc3c2)o1
    0.2	-0.1	0.3	0.5	-1	11	-3	5	-2
COc1cccc(/C=N/NC(=O)CSc2nnc(C)n2-c2ccccc2)c1O
    0.5	0.0	/	-0.5	3	4	-4	4	-6
COc1ccc(N2CC(C(=O)NC3CC(C)(C)NC(C)(C)C3)CC2=O)cc1 (configuration not stated)
    0.8	-0.6	0.7	0.1	1	-10	-4	-6	6
CC(C)(C)c1ccc(OCc2ccc(C(=O)N/N=C3\CC4CC=CC34)cc2)cc1 (configuration not stated)
    -4.2	-1.4	/	0.5	-2	10	-12	-2	-5
NC(=O)CNc1ncc(C(F)(F)F)cc1Cl
    1.0	-0.1	0.3	-0.6	-9	4	4	-9	4
Cc1ccc(C(=O)N2CCN(c3ccc(NC(=O)COc4ccccc4C)cc3)CC2)cc1
    -0.9	-0.4	0.7	1.0	-3	-5	-18	-4	-1
CCN(CC)Cc1c(-c2ccccc2)[nH]c2ccc(C)cc2c1=O
    -0.3	-0.5	/	0.0	-2	2	-2	-4	1
Cc1ccc(NC(=O)C2C3C=CC4(O3)C2C(=O)N(CCCN2CCCCC2)C4C(=O)NC2CCCCC2)cc1C (configuration not stated)
    1.1	0.1	-0.9	-0.1	5	2	0	5	-12
CC(=O)C(Cc1ccccc1)(Cc1ccccc1)C(C)=O
    0.1	-2.7	0.6	-0.3	-7	0	4	-5	-14
Cc1noc(C)c1S(=O)(=O)N(CC(=O)NCCc1ccccc1)c1ccc(C(C)C)cc1
    -2.0	-0.2	2.4	-0.3	2	11	-3	-2	0
Cc1cc(C)n2nc(SCc3cccc(S(=O)(=O)N(C)C)c3)nc2n1
    -2.4	-2.3	-1.0	1.5	2	3	17	16	8
Cc1cc(C(=O)OCC(=O)NCc2cccs2)c2ccccc2n1
    -2.2	0.6	0.0	-0.2	-4	2	0	3	-10
CC(OC(=O)CCc1nc2ccccc2c(=O)[nH]1)C(=O)c1ccc(C(C)(C)C)cc1 (configuration not stated)
    -0.7	-0.7	0.1	0.4	0	40	-1	6	5
CC1(C)CC(=O)C2=C(C1)OC(N)=C(C#N)C2c1ccccc1OC(=O)N1CCOCC1 (configuration not stated)
    -3.2	0.3	/	-0.7	-3	-4	-5	1	6
Cc1ccc(C(C)C)c(OCCNC(=O)c2cncc(Br)c2)c1
    -3.1	-0.9	/	6.4	-7	0	3	9	8
O=S(=O)(c1ccc(Br)cc1Cl)N1CCCN(c2ccc(C(F)(F)F)cn2)CC1
    -5.6	0.4	1.1	5.5	3	29	12	9	2
Cc1sc2nc3n(c(=O)c2c1C)CCCCC3
    -0.5	/	/	-1.2	/	0	/	-6	-3
CC(C)(C)OC(=O)NCCc1nnc(SCc2ccc(Cl)cc2)o1
    -1.0	-1.1	/	1.5	-9	31	-6	8	18
CN(C)N(Cc1ccccc1)C(=O)C(O)(c1ccccc1)c1ccccc1
    -1.9	-4.5	-5.8	1.2	12	12	1	7	-11
O=S(=O)(c1ccc(F)c(F)c1)N1CCN(Cc2ccc3c(c2)OCO3)CC1
    1.4	-0.1	/	0.7	-3	4	-3	5	5
COc1ccc(CN(CC2CCCO2)S(=O)(=O)c2ccc(C(=O)O)cc2)cc1OC (configuration not stated)
    0.3	-0.8	/	0.2	0	-4	-2	-6	-10
COc1ccc(C(=O)CSc2nccc(=O)[nH]2)cc1
    -0.3	-0.2	/	-1.2	2	-6	0	1	7
CC1CCN(Cc2nnc(-c3cccc(Br)c3)o2)CC1
    1.7	-0.8	-6.8	-1.2	-11	7	-24	-12	3
CC(C)(C)OC(=O)N[C@@H](COCc1ccccc1)C(=O)N[C@@H](CO)[C@H](O)[C@@H]1C[C@@H]1C(=O)NC1CCCCC1
    -0.1	-0.1	2.1	1.3	2	-4	-3	3	5
CC(NC(=O)c1ccccc1Cl)C(=O)OCc1cn2cc(Cl)ccc2n1 (configuration not stated)
    -2.3	/	-2.7	0.2	/	0	/	-5	-2
CCOC(=O)C1CCN(Cc2ccc(O)c(OC)c2)CC1
    -0.5	2.4	/	0.1	?	6	?	-5	-7
CC(NC(=O)CCNC(=O)c1ccco1)c1ccccc1 (configuration not stated)
    -0.7	0.2	2.2	-0.9	1	-3	5	-5	6
Cc1cc(C)c(-c2csc(NC(=O)C3=COCCO3)n2)cc1C
    -2.4	3.5	3.5	-0.4	2	16	3	10	-2
CCc1ccccc1NC(=O)CCS(=O)(=O)c1ccc(Br)cc1
    -9.6	3.4	0.5	-1.0	-4	-3	2	-1	-14
O=C(NCc1ccc(F)cc1)c1cnc2sccn2c1=O
    -2.6	-0.5	0.9	-0.1	-5	0	3	14	-5
CCOC(=O)c1nnn(CC(=O)N2N=C(c3cc(C)ccc3C)CC2c2ccc(OC)cc2)c1C(=O)OCC (configuration not stated)
    -1.3	-0.4	/	1.2	1	29	-7	6	9
CC1CN(C(=S)c2cccc([N+](=O)[O-])c2)CC(C)O1 (configuration not stated)
    -1.0	-1.8	/	-0.6	4	1	-7	/	/
Cn1cccc1C(=O)OCc1csc(-c2ccccc2)n1
    -4.5	0.9	/	1.5	1	1	-7	-1	13
COc1ccccc1OCC(=O)OCC(=O)NCCN1C(=O)CSC1=O
    -0.8	0.4	/	-1.2	2	6	1	-2	-6
CCCC(=O)OCC(=O)Nc1ccc([N+](=O)[O-])cc1C#N
    -1.3	-1.5	0.7	-1.1	-5	-2	3	-26	2
COc1ccccc1OCC(=O)N1CCC2(CC1)CC(=O)c1ccccc1O2
    0.0	6.1	-1.0	0.0	3	10	13	-2	-31
Cc1ccc(NC(=O)c2cc3c(s2)CCC3)cc1S(=O)(=O)N1CCOCC1
    -0.9	-0.8	/	1.1	-5	0	-1	0	-9
CCOC(=O)N1CCN(C(=O)c2ccc3c(=O)n(Cc4ccc(Cl)cc4)c(=S)[nH]c3c2)CC1
    -17	1.0	/	2.3	-2	24	-1	-1	-3

No new results follow: entries from further up.
Order of values – FadD28 binding	BoNT-A LC inh2	TcdB GH inh	PfHsp40 yeast	Anthrax LF inh2	Yp Topo-I inh	BoNT-F LC inh	PrPC surface inh	CCHFV vOTU inh
CCOC(=O)C1CCN(Cc2ccc(O)c(OC)c2)CC1
    -0.5	2.4	/	0.1	?	6	?	-5	-7
CC(NC(=O)CCNC(=O)c1ccco1)c1ccccc1 (configuration not stated)
    -0.7	0.2	2.2	-0.9	1	-3	5	-5	6
Cc1cc(C)c(-c2csc(NC(=O)C3=COCCO3)n2)cc1C
    -2.4	3.5	3.5	-0.4	2	16	3	10	-2

Following part
Order of values – FadD28 binding	BoNT-A LC inh2	TcdB GH inh	PfHsp40 yeast	Anthrax LF inh2	Yp Topo-I inh	BoNT-F LC inh	PrPC surface inh	CCHFV vOTU inh
COc1ccc(C(=O)N2CCN(CCNC(=O)C(=O)Nc3ccc(F)cc3)CC2)cc1
    -0.1	-1.8	1.1	0.4	8	1	-7	-9	8
COc1ccccc1N=C1SC(C(=O)Nc2cccc(Cl)c2Cl)C(N)=C1C(N)=O (configuration not stated)
    -0.8	-0.6	1.3	2.4	-10	-10	-20	-1	8
C=CCSc1nnc(CCCCCN2C(=O)c3cccc4cccc(c34)C2=O)o1
    -1.1	0.1	0.2	-1.6	0	39	-3	4	13
Nc1nc(-c2ccccc2)c(C(=O)Nc2ccccc2)s1
    1.3	-1.3	0.5	2.2	-1	-7	-2	-4	7
O=C(Nc1cccc(C(=O)O)c1)/C(=C/c1ccc([N+](=O)[O-])cc1)NC(=O)c1ccccc1
    1.0	-1.5	-0.7	-0.5	-2	6	-5	-16	7
O=C(Nc1ccc(Cl)cc1)C1C2C=CC3(O2)C1C(=O)N(CCN1CCCCC1)C3C(=O)NC1CCCCC1 (configuration not stated)
    -3.4	2.5	0.3	0.2	10	-10	3	-4	3
CCOC(=O)CNC(=O)CN1CCC(c2nc3ccccc3[nH]2)CC1
    -0.4	1.1	2.6	-0.3	0	0	7	-6	19
CCc1nc2ccc(C(=O)NCc3ccc(OC)cc3)cn2c1N(C)CCC(C)C
    -1.4	0.0	0.3	/	-5	20	-2	0	14
CN(C(=O)c1ccc(Cl)c([N+](=O)[O-])c1)C1(C)CCS(=O)(=O)C1 (configuration not stated)
    0.8	2.5	0.1	0.6	-2	-1	7	-15	8
